HT1080NT lethal: qHTS for induction of synthetic lethality in tumor cells producing 2HG: qHTS for the HT-1080-NT fibrosarcoma cell line; HT-1080-NT fibrosarcoma viability, CellTiter-Glo ATP luminescence, 48 h; Potency, µM (doses to about 46.1 µM), without a hit: at the top dose activity, negative = less viability, most hits filed as cytotoxic; actives 1.6% (n = 360,000); AID 686970, 2013;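 note: NT is the 2HG producing partner of a matched IDH1 knockdown line; 0% = DMSO-treated cells and -100% = media-only wells without cells; nearly all actives have a fitted effect of over 55% in size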
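Viability by CellTiter-Glo luminescence after 48 h compound exposure at 37C of HT-1080-NT cells (750/well, RPMI, 5% FBS). % activity scaled between DMSO wells and medium-only wells, then curve-fitted and categorized by curve class.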
SW480 rereplic: A quantitative high throughput screen for small molecules that induce DNA re-replication in SW480 colon adenocarcinoma cells. Potency, µM (highest dose often 46.1 µM), for the others: top-dose re-replication activation, most hits filed as activators. SW480 DNA re-replication, Hoechst DNA content imaging, 48 h. actives 1.8% (n = 340,000); note: % of control where 0% means no effect; nearly all actives have a fitted effect of over 55% in size
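250 cells/well; 23 nL cpd via pin tool; 48 hr, 37 C, 5% CO2; Hoechst 40 min; imager read of total nuclear intensity, ex 405/em 500-530 nm.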
KB-3-1 cytotox: qHTS assay for MDR1-selective chemotherapeutics: Primary screen using the parental adenocarcinoma cell KB-3-1; AID 1347075, 2019; KB-3-1 viability, CellTiter-Glo ATP luminescence, 72 h; actives 1.4% (n = 400,000); Potency, µM (series often up to 46.1 µM), for the others: at the highest dose activity change, negative = cytotoxic, hits mostly cytotoxic; note: % is set by controls: 0 for no effect and ±100 for the full control effect; nearly all actives have a fitted effect of over 60% in size
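Here the drug-naive KB-3-1 line serves as comparator for MDR sub-line selectivity; cells received compound titrations, 72 h at 37 °C, then CellTiter-Glo readout.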
GLP-1R inv ag: qHTS of GLP-1 Receptor Inverse Agonists (Inhibition Mode) | actives 1.6% (n = 410,000) | Potency, µM (series often up to 38.3 µM), without a hit: at the top dose activity change, negative = inhibition, most hits filed as inhibitors | Glucagon-like peptide 1 receptor (Homo sapiens), P43220 | HEK293 GLP-1R CRE-luciferase, luminescence, 24 h; GLP-1R form is constitutively active | AID 624417, 2012; note: % is set by controls: 0 for no effect and ±100 for the full control effect; nearly all actives have a fitted effect of over 55% in size
Target sequence (P43220 whole entry, looked up): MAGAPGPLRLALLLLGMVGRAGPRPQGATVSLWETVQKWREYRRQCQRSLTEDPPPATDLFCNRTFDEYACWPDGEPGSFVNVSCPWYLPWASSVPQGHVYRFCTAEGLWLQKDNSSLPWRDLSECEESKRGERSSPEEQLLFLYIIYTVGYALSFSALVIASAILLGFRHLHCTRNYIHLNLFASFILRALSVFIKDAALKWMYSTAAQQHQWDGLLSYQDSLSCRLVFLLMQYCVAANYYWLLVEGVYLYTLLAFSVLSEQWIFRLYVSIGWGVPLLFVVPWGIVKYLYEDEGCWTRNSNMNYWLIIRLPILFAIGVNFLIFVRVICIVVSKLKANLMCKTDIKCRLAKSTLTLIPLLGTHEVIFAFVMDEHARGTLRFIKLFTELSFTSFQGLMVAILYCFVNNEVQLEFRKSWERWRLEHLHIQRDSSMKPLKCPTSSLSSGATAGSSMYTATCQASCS
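HEK293 cells stably co-expressing a cAMP-responsive luciferase reporter and constitutively active GLP-1R were seeded, incubated 12 h, then exposed to compounds for 24 h at 37 C. Luminescence was read 12 min after detection reagent; inverse agonists lower signal.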
HT1080 IDH1KD tx: qHTS for induction of synthetic lethality in tumor cells producing 2HG: qHTS for the HT-1080-IDH1KD cell line. actives 2% (n = 360,000). AID 686971, 2013. Potency, µM (titrated, usually from 46.1 µM), without a hit: at the highest dose activity, negative = toxicity, most hits filed as cytotoxic. HT-1080 IDH1 knockdown viability, ATP luminescence, 48 h;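 note: 0% = DMSO wells and -100% = cell-free medium wells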
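HT-1080-IDH1KD cells (IDH1 knocked down), 750/well in RPMI with 5% FBS, treated with compound 48 h at 37 degrees C. Viability by CellTiter-Glo luminescence, normalised to DMSO and no-cell wells; concentration-response curves classed.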
GLP1R cytotox: qHTS of GLP-1 Receptor Inverse Agonists: Cytotox Screen; HEK293 cAMP-luciferase reporter cells, luminescence, 24 h; Potency, µM (titrated, usually from 38.3 µM), for the others: at the top dose activity change, negative = inhibition, usual class: inhibitors; actives 0.13% (n = 410,000); AID 624418, 2012;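 note: loss of luciferase light is scored as toxicity; % is set by controls: 0 for no effect and ±100 for the full control effect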
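1536-well qHTS counterscreen of the MLSMR; 200 cells/uL, 12 h pre-incubation, 23 nL cpd, 24 h at 37 deg C 5% CO2, luciferase detection reagent, 12 min RT, luminescence. Inhibition = undesired.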
TDP-43 yeast inh: qHTS of TDP-43 Inhibitors | TDP-43 expressing yeast growth rescue, BacTiter-Glo, 24 h | Potency, µM (highest dose often 46.1 µM), for the others: at the highest dose growth rescue (activation), hits mostly activators | actives 1.8% (n = 410,000) | AID 652104, 2013; note: % of control where 0% means no effect; nearly all actives have a fitted effect of over 50% in size
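Yeast cells expressing TDP-43 under galactose induction are exposed to compounds for 24 hr at 30 deg C. BacTiter-Glo luminescence measures growth, so protective compounds score as activators.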
GLP-1R agonist: qHTS of GLP-1 Receptor Agonists; Glucagon-like peptide 1 receptor (Homo sapiens), P43220; HEK293 GLP-1R CRE-luciferase, luminescence, 4-6 h; cells express a hypersensitive GLP-1R form; Potency, µM (top dose mostly 45.6 µM), for inactives: at the top dose activation, hits mostly activators; actives 0.007% (n = 380,000); note: % of control where 0% means no effect
KB-V1 MDR tox: qHTS assay for MDR1-selective chemotherapeutics: Primary screen using the drug-selected MDR subline cells KB-V1; KB-V1 MDR cells viability, CellTiter-Glo, 72 h; AID 1347076, 2019; actives 3.4% (n = 400,000); Potency, µM (series often up to 46.1 µM), for the others: at the top dose activity change, negative = cytotoxicity, actives largely listed as cytotoxic; note: % is set by controls: 0 for no effect and ±100 for the full control effect; nearly all actives have a fitted effect of over 60% in size
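KB-V1 cells (P-gp-expressing MDR subline of KB-3-1) in phenol-red-free DMEM with 10% FBS were exposed to library compounds over a concentration series for 72 h at 37 degrees C. Viability read by CellTiter-Glo luminescence; concentration-effect curves fitted after normalization.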
Active calls of the source: *; ? = inconclusive; · = not tested or not shown; & = joins results of further samples; [ ] = another dose, or the depositor's remark. Calls come from the whole dose curve; as a rule, active = well fitted curve in the direction sought with a large enough effect; inconclusive = small, poorly fitted or top-dose-only effect, or another doubt; inactive = no such curve, though single readings can be large; an effect the other way counts as inactive or inconclusive. Potency is the fitted concentration of half-maximal effect. Rows were taken by chance; any-hit rate near 9.4%.

smiles,HT1080NT lethal,SW480 rereplic,KB-3-1 cytotox,GLP-1R inv ag,HT1080 IDH1KD tx,GLP1R cytotox,TDP-43 yeast inh,GLP-1R agonist,KB-V1 MDR tox
O=C(Cn1c(=O)sc2ccccc21)Nc1ccc(O)cc1,21%,-1%,-2%,-30%,-2%,0%,-22%,9%,2%
Cc1c(N=C2NC(=O)C(CC(=O)Nc3ccc(Cl)cc3)S2)c(=O)n(-c2ccccc2)n1C (stereo not given),-22%,-5%,0%,-18%,-18%,-4%,29%,0%,14%
Cc1ncc(CN2CCN(CCC(C)C)C(CCO)C2)s1 (stereo not given),13%,-1%,0%,-3%,2%,5%,11%,6%,-2%
COc1cccc(NC(=O)CN2C(=O)C3(OCCCO3)c3ccccc32)c1,5%,-15%,4%,19%,5%,-5%,-7%,-10%,1%
CCCCC1CC(CSC(=N)N)OC1=O (stereo not given),26%,0%,11%,-3%,22%,-4%,2%,-9%,2%
Cn1cccc1/C=C(/C#N)C(N)=S,13%,2%,4%,2%,17%,?,0%,5%,8%
COc1cccc(CN2CC(C(=O)NCCCCc3ccccn3)CCC2=O)c1 (stereo not given),6%,-1%,0%,10%,9%,-2%,8%,-9%,14%
Cc1ccccc1OCC(=O)NCCNC(=O)c1ccccn1,-11%,-2%,0%,8%,-16%,14%,-14%,6%,2%
COc1cc(/C=N/NC(=O)c2c(-c3ccccc3)noc2C)cc(OC)c1OC,3%,2%,-14%,23%,6%,6%,-6%,19%,-6%
Cn1c(=O)n(Cc2ccccc2)c(=O)c2c1nc1n2CCCN1C1CCCCC1,0%,-7%,-19%,2%,2%,3%,-7%,8%,2%
Cc1ccccc1COC(=O)CN1C(=O)NC2(CCCC2)C1=O,11%,-50%[inhibitor],13%,-6%,4%,1%,-12%,1%,4%
Cc1nc2ccc(NC(=O)NCCO)cc2s1,-1%,5%,-7%,-2%,-2%,-13%,-18%,-7%,4%
Cc1nn(C2CCS(=O)(=O)C2)c2nc(C3CC3)cc(C(=O)Nc3ccc(C(N)=O)cc3)c12 (stereo not given),-2%,-6%,3%,-6%,4%,-1%,3%,2%,0%
Cc1ccoc1C(=O)N1CCN(C(=O)c2occc2C)CC1,8%,-25%,-1%,-31%,7%,-12%,17%,1%,5%
Cc1cccc(NC(=O)c2cc(S(=O)(=O)N3CCCCC3)c[nH]2)c1C,-11%,-10%,?,?,0%,-2%&0%,18%&-4%,10%&-2%,?
CCCn1nc(C(=O)OCc2nc(N)nc(Nc3ccccc3C)n2)c2ccccc2c1=O,6%,1%,4%,11%,-2%,-1%,10%,-2%,21µM*
CS(=O)(=O)c1ccc2nc(NC(=O)Nc3ccccc3F)sc2c1,4%,-25%,2%,44%[activator],15%,3%,19%,3%,15%
CS(=O)(=O)N1CCCCC1c1cc(C(=O)Nc2ccccc2)no1 (stereo not given),-3%,·,0%,-17%,-3%,0%,-3%,-4%,0%
c1ccc(N(c2ccccc2)c2nc(N3CCCC3)nc(-n3ccnc3)n2)cc1,?,?,0%,0%,?,-1%,-5%,10%,0%
c1ccc(-c2ccc(C3CCCN3)cc2)cc1 (stereo not given),-12%,-1%,0%,?,-10%,6%,8%,-3%,1%
COc1ccc(CN2C[C@H]3CON(C)[C@H]3C[C@H]2c2ccc(-c3ccccc3)cc2)cc1,-16%,·,-10%,?,-18%,3%,0%,8%,?
CC(C)NC(=O)NC(=O)CSc1ncccn1,14%,2%,10%,-12%,13%,10%,22%,2%,?
Cc1cccc(NS(=O)(=O)c2c(C)nc3sccn3c2=O)c1C,·,·,3%,-14%,·,21%,22%,·,?
O=C(Oc1ccc(-c2nnco2)cc1)c1cc(S(=O)(=O)N2CCOCC2)ccc1F,-2%,·,-16%,-10%,-8%,-6%,13%,-4%,13%
COc1cc2c(cc1OC)-c1cc3ccc(OC)c(OC)c3c[n+]1CC2,25%,-43%[inhibitor],-23%,1%,14%,0%,?,-4%,2%
CCCCc1nnc(SCc2cc(=O)c3cc(F)ccc3[nH]2)n1C,·,·,0%,-6%,·,3%,14%,·,0%
Cc1ccc(CN2CCN(Cc3ccc4ncccc4c3)CC2CCO)cc1 (stereo not given),-13%,1%,-7%,-8%[7.66 µM],?,12%[7.66 µM],9%[9.22 µM],5%,0%
CCC(CC)NC(=O)c1oc2ccccc2c1COc1ccccc1,1%,·,0%,?,-6%,93%[activator],6%,-3%,?
CC(CCCC(C)(C)O)NC(=O)c1ccc(OC2CCN(C(=O)C3CC3)CC2)cc1 (stereo not given),13%,-2%,-1%,15%,16%,-1%,4%[9.22 µM],0%,-23%
COc1cccc(OC(=O)CSc2nnc(-c3ccccc3OC)o2)c1,·,·,3%,3%,·,8%,-7%,·,4%
CN(C)CCN1CCN(C2CN(C3CCCC3)S(=O)(=O)C2)CC1 (stereo not given),24%,·,0%,-15%,18%,-8%,19%,-2%,0%
Nc1nonc1-n1nnc(C(=O)N/N=C/c2ccc(Br)cc2)c1CN1CCOCC1,-5%,-8%,-1%,1%,0%,1%,-6%,-4%,0%
CC(C)C[C@H]1CN(CCCC[C@H]2CNC(=O)C(=O)N2Cc2ccccc2)C(=O)C(=O)N1CCc1ccc(O)cc1,17%,·,17%,9%,?,2%,-2%,-1%,-9%
Nc1c(-c2cccs2)nc2ccccn12,?,·,0%,15%,1%,8%,10%,-5%,29%
COc1ccc(NC(=O)CSC2=C(C#N)C(c3ccco3)C3=C(CCCC3=O)N2)c(OC)c1 (stereo not given),3%,?,21%,12%,11%,-7%,12%,0%,-4%
COC(=O)C(CC(=O)c1ccc(C)cc1)n1nc(C)cc1C (stereo not given),3%,-1%,2%,-22%,1%,0%,8%,6%,7%
CN(Cc1ccccc1)Cc1nc2c([nH]1)c(=O)n(C)c(=O)n2C,-1%,1%,0%,11%,2%,0%,5%,16%,5%
CN(Cc1ccccc1)C(=O)NC1CCCCC1,3%,1%,-3%,0%,-1%,5%,?,0%,?
O=[N+]([O-])c1ccccc1OCCCN1CCOCC1,0%,1%,-2%,48%[activator],-2%,2%,-11%,-11%,18%
Cc1ccccc1CNC(=O)CCCC(=O)n1nc(C)c2ccccc21,27%,-6%,?,-28%,13%,2%,?,6%,-12%
COc1ccc(OC)c2sc(NNC(=O)COc3ccccc3)nc12,4%,-34%[inhibitor],-2%,-8%,-8%,-22%,23%,-3%,-18%
OCCN(CCO)CC(O)COCCC12CC3CC(CC(C3)C1)C2 (stereo not given),?,-1%,?,?,?,-3%,1%,19%,?
O=C1CC(N2CCC(O)CC2)C(=O)N1c1ccc(Br)cc1 (stereo not given),5%,-4%,11%,4%,8%,-8%,?,-6%,0%
O=C(Nc1ccncc1)c1ccc2ncsc2c1,-5%,-15%,-5%,5%,-9%,2%,6%,1%,-21%
CCOC(=O)C(C)Sc1ncc(OC)c(Sc2ccc(Cl)cc2)n1 (stereo not given),-2%,-3%,-8%,?,-3%,-1%,1%,4%,?
O=C(C1CC(=O)N(c2ccc3c(c2)OCCO3)C1)N1CCN(Cc2ccccc2)CC1 (stereo not given),12%,-3%,-1%,-1%,2%,-36%,15%,4%,3%
OCCOCCOCCn1c2ccccc2c2ccccc21,-3%,2%,1%,-38%,-23%,-9%,?,4%,-1%
Cc1onc(-c2ccccc2)c1C(=O)N/N=C/c1c[nH]c2ccccc12,-6%,-47%[inhibitor],-32%,?,-29%,37%,-65%[inhibitor],6%,?
CCC(=O)N(c1ccc(F)cc1)C1C=CS(=O)(=O)C1 (stereo not given),0%,-7%,12%,0%,14%,-26%,-2%,-1%,10%
O=c1[nH]c(C2CCCN(S(=O)(=O)c3ccccc3)C2)nc2c1nnn2Cc1ccccc1 (stereo not given),-8%,9%,0%,32%[activator],-21%,-33%,-20%,11%,?
NC(=S)N/N=C/c1ccc(-c2cc(Cl)cc(Cl)c2)o1,5%,-3%,-28%,?,8%,?,?,6%,?
CC(=O)Nc1c(C(=O)O)oc2ccccc12,-2%,-6%,5%,9%,-1%,0%,10%,-1%,4%
CCOC(=O)[C@]12CCC=C1N(CCC1=CCCCC1)C(=O)[C@H](CC(=O)NCc1cccc3ccccc13)C2,-12%,·,-25%,?,-10%,-12%,0%,2%,?

In another format: entries from further up.
Order of values: HT1080NT lethal, SW480 rereplic, KB-3-1 cytotox, GLP-1R inv ag, HT1080 IDH1KD tx, GLP1R cytotox, TDP-43 yeast inh, GLP-1R agonist, KB-V1 MDR tox
OCCOCCOCCn1c2ccccc2c2ccccc21
→ -3%, 2%, 1%, -38%, -23%, -9%, ?, 4%, -1%
Cc1onc(-c2ccccc2)c1C(=O)N/N=C/c1c[nH]c2ccccc12
→ -6%, -47%[inhibitor], -32%, ?, -29%, 37%, -65%[inhibitor], 6%, ?
CCC(=O)N(c1ccc(F)cc1)C1C=CS(=O)(=O)C1 (stereo not given)
→ 0%, -7%, 12%, 0%, 14%, -26%, -2%, -1%, 10%
O=c1[nH]c(C2CCCN(S(=O)(=O)c3ccccc3)C2)nc2c1nnn2Cc1ccccc1 (stereo not given)
→ -8%, 9%, 0%, 32%[activator], -21%, -33%, -20%, 11%, ?
